# CaV13 FRET inh – Disruptors of the CACNA1D IQ motif to Ca2+-dependent inactivation inhibitor domain association, primary screening, Förster resonance energy transfer in intact living … | HEK cells, CFP/YFP FRET ICDI-IQ, plate reader, 10 min; percent FRET-ratio fall versus neutral wells | inhibition, % at 12.3 µM | 0.098% of 340,000 active | AID 743397;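 active = mean replicate inhibition of at least 30% and at least 1% of replicates passing that level; inconclusive = only one of the two criteria is met; inactive = neither criterion is met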;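 note: 0% = median of the neutral control wells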
# TRPM1 prom inh – MITF TRPM1 promoter inhibition in SK-MEL-5 cells; inhibition, % at 12.5 µM; SK-MEL-5 TRPM1 promoter luciferase, 24 h; 0.83% of 330,000 active;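 active = mean inhibition across replicates of 60% or more, whatever share of single replicates reaches that level; inconclusive = some that reach 60%, reason not given; inactive = mean inhibition across replicates below 60%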; note: values of inactives mirror those of a sister screen read the other way
# HIF-2a inh – inhibitors of HIF-2a; 0.72% of 360,000 active; 786-0 RCC cells HIF-2a reporter, luciferase luminescence, overnight; inhibition, % at 18.8 µM;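 active = inhibition of the luminescence signal of 40% or more relative to plate controls, in a single-dose primary screen at 18.75 µM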
# NR2E3 ag-1 – activates human NR2E3 receptor. Q9Y5X4. CHO-S Gal4-NCOR/VP16-NR2E3 two-hybrid, luciferase. inhibition of corepressor binding, % at 3.98 µM. 0.35% of 360,000 active. AID 602229;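 active = inhibition above the mean of all tested compounds plus 3 SD, cut at about 70% in these data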;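 note: 0% = DMSO with NR2E3 transfected cells and 100% = cells lacking NR2E3 construct; higher means lower luciferase signal from less NR2E3 corepressor binding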
# PDI turbidity – blocks human protein disulfide isomerase activity; 0.052% of 350,000 active; PDI insulin aggregation turbidity, A650, 90 min; P07237; inhibition, % at 10 µM; AID 588391;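 active = mean inhibition across replicates of 30% or more, whatever share of single replicates reach that level; inconclusive = mean inhibition below 30% while every single replicate reaches 30%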;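 note: absorbance from insulin aggregation driven by PDI reduction with DTT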
# Target sequence (P07237 whole entry, looked up): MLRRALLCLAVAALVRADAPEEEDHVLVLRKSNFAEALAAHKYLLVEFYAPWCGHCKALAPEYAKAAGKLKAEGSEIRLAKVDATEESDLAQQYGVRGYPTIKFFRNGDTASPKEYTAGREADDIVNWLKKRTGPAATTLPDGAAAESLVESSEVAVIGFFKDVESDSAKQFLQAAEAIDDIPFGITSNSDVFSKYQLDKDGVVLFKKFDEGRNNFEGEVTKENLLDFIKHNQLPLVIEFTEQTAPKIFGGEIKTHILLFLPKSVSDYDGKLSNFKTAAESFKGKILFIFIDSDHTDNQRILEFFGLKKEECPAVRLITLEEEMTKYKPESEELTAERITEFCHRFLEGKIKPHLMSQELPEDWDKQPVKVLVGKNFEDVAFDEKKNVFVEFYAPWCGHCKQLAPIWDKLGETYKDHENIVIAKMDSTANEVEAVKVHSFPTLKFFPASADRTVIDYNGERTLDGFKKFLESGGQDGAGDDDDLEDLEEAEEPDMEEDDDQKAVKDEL
# Shn3 inh set2 – reduces Shn3 3'UTR luciferase signal in osteoblasts; Clone20 osteoblast Shn3 3'UTR firefly luciferase, 24 h; inhibition, % at 12.5 µM; 0.52% of 360,000 active; AID 588674;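 active = mean inhibition of at least 75% with every replicate also reaching 75%; inconclusive = mean inhibition at least 75% but some replicate below; inactive = mean inhibition below 75%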;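 note: 0% = median of neutral control wells and 100% = pilot-screen positive control compound; some compounds past the cut are filed as inactive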
# iPSC survival up – hiPSC single-cell survival enhancement; 0.044% of 360,000 active; survival enhancement, % at 20 µM; AID 602274; ATPlite luminescence; 100% = ROCK inhibitor wells, 0% = DMSO; in the data active = survival enhancement above about 18%;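 note: cells exposed to compounds for 16 hours before the ATP read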
# Peg3 prom inh – inhibitors of Peg3 promoter | HeLa PEG-Prom luciferase reporter, luminescence, overnight | inhibition, % at 20 µM | 1.7% of 360,000 active | AID 588405;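 active = inhibition of at least 50% at 20 µM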
# HTR2A ag – mouse HTR2A agonism via beta-arrestin recruitment; P35363; CHO-K1 mHTR2A beta-arrestin complementation, luminescence; percent of 30 µM serotonin response; activation, % at 7.6 µM; 0.66% of 360,000 active; AID 624169;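 active = activation above a run cutoff, the mean activation of all tested compounds plus 3 SD, cut at about 14% in these data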;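 note: 0% = plate median of compound wells and 100% = 30 µM serotonin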
# Target sequence (P35363 whole entry, looked up): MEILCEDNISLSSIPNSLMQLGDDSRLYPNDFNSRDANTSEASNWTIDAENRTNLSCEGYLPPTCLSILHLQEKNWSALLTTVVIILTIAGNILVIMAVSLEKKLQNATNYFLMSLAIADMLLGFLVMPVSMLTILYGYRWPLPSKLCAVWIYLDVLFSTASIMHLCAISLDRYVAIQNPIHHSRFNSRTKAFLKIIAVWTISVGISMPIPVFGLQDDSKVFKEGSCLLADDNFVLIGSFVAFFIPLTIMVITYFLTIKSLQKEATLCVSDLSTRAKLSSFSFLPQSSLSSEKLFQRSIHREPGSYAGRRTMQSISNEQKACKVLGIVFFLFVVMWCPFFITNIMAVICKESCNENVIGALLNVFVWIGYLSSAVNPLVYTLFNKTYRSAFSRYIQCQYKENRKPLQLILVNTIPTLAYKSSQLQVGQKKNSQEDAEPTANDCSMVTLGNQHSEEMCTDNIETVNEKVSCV
# H9c2 protect – protects H9c2 cardiomyocytes from peroxide injury. AID 588492. 0.63% of 360,000 active. H2O2 injury protection, ATPLite, 2 h. protection from H2O2 cell death, % at 20 µM;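 active = compounds giving at least 50% protection of heart cells from peroxide-induced death in the single-dose screen, raw or plate-pattern-corrected value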;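 note: 0% = DMSO wells with peroxide and 100% = DMSO wells without peroxide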
# NR2E3 ag-2 – NR2E3 (human) agonism; Q9Y5X4; GST-NR2E3/biotin-RetCOR TR-FRET, 1536-well; inhibition of corepressor binding, % at 4.78 µM; 0.12% of 320,000 active; AID 2300;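 active = percent inhibition above the cutoff of mean plus 3 SD of all tested compounds, set per screening campaign, cut at about 20% in these data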;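 note: 0% = DMSO wells and 100% = biotin wells as full block of FRET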
#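 System: GST-NR2E3 and biotin-RetCOR proteins; probe or stimulus: 7 nM biotin-RetCOR; doses: compound at 4.8 µM, single dose; schedule: Compound–protein incubation for 5 h at 4 °C; detection: time-resolved FRET; read-out: percent inhibition; controls: biotin wells as high control, 0.6% DMSO wells as low control; format: 1536-well plates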
# Active calls of the source: *; ? = inconclusive; / = no result given; & = joins results of further samples. Outcome played no part in choosing rows, and some 3.9% of all compounds hit somewhere here.
SMILES,CaV13 FRET inh,TRPM1 prom inh,HIF-2a inh,NR2E3 ag-1,PDI turbidity,Shn3 inh set2,iPSC survival up,Peg3 prom inh,HTR2A ag,H9c2 protect,NR2E3 ag-2
CN(Cc1ccccc1)C(=O)COC(=O)Cc1ccc(Cl)cc1,-5.4,5.9,9.9,-6.3,-0.3,-3.0,6.5,0.1,-6.4,-6.5,/
COc1cccc(CN2CCN(Cc3cc(OC)c(OC)cc3OC)CC2)c1,-3.5,0.3,13.5,-33.9,6.8,-9.5,0.9,13.0,4.0,-0.7,-2.1
Cc1ccc(-c2ccc(OC(=O)c3ccc(=O)[nH]c3)c(C)c2)cc1,-19.8,-22.1,-195.0,-14.4,-1.0,-41.9,-0.8,-121.2,-0.7,-11.4,-0.8
CCCS(=O)(=O)NC(=O)C1(C)CCCN(C(=O)c2cc(C(C)(C)C)nn2C)C1 (stereo unspecified),-4.8,/,6.0,-4.3,4.5,0.3,0.2,6.4,3.9,-9.7,/
CC(C)N(Cc1nc(-c2ccccc2)no1)C(=O)CN1C(=O)c2ccccc2C1=O,-8.5,-0.8,20.9,-2.3,-4.7,12.7,-1.7,-3.2,2.1,3.0,-1.1
CNC(=O)c1cc(S(=O)(=O)NC2CCCCCC2)ccc1C,-6.8,7.2,13.9,-34.1,-3.1,7.4,0.4,8.6,3.8,-4.8,/
CCOC(=O)Cn1nnc(-c2cccc(OC)c2)n1,-4.7,-4.7,-38.5,-2.1,4.7,-10.8,-1.3,-22.5,-7.1,-0.5,0.9
COc1ccc(C)cc1CN1C(=O)c2ccccc2C1=O,-3.9,2.8,7.2,-28.8,-4.5,1.5,-0.5,9.6,2.3,4.0,0.2
COc1ccccc1N1CCN(CCN(C(=O)C2CCCCC2)c2ccccn2)CC1,-4.8&-5.2,-7.1&-0.1,-0.2&1.4,-6.4&11.2,0.0&-9.7,9.1&13.0,1.4&-1.1,11.3&-0.1,-8.4&-0.2,-2.9&-2.1,1.2
C=CCOc1ccccc1/C=C/C(=O)O,-6.2,16.3,19.4,14.2,-2.4,-23.9,1.6,9.2,-1.8,0.7,2.2
O=C(COc1ccc(S(=O)(=O)NC2CCCCC2)cc1)N1CCN(c2ccc(F)cc2)CC1,-3.1,16.3,23.6,-16.5,/,23.4,-2.3,1.7,-5.5,-21.5,-0.6
CCOc1ccc(S(=O)(=O)Nc2cc(NS(=O)(=O)c3ccc(OCC)cc3)cc(C(=O)O)c2)cc1,-5.1,6.1,8.6,22.8,-7.9,-16.6,4.3,-5.3,7.9,-4.4,/
COc1ccc(NC(=O)CN(C)CC(=O)Nc2cccc(C(C)=O)c2)cc1,-4.6,9.6,22.4,-19.5,-3.7,-5.1,0.4,2.1,-1.1,0.7,-1.1
CN1CCN(c2nc(Nc3ccccc3)nc(N)c2[N+](=O)[O-])CC1,-3.5,-6.8,4.7,-29.6,1.9,6.6,1.7,3.0,-4.1,0.5,0.8
Cc1cccc(C)c1NC(=O)C(c1ccccc1)N1CCN(C(=O)c2ccco2)CC1 (stereo unspecified),-4.3,-0.7,15.5,18.9,-11.3,10.4,0.1,-0.6,-1.0,4.3,-0.7
COc1ccc(C(=O)/C=C/c2ccccc2)c(OC)c1,/,-29.4,-120.7,-71.4,/,-79.7,-4.8,68.0*,3.9,-9.2,3.0
Cc1ccc(Cn2nnc3c(=O)n(CC(=O)OCc4ccccc4)cnc32)cc1,-9.5,8.7,10.0,-18.2,1.9,3.2,-3.7,8.6,7.9,30.9,1.8
CCCCCC(=O)N1C[C@H](n2cc(C3CC3)nn2)[C@@H](O)C[C@@H]1c1ccc(Cl)cc1,-6.4,/,8.5,-14.0,0.0,16.9,-0.8,6.1,-4.3,-3.1,/
CCc1cccc(CC)c1-n1c(SCC(=O)N2CCc3ccccc3C2)nnc1-c1cccnc1,-3.3,13.6,21.3,-11.0,-9.2,19.3,-2.3,15.2,-3.8,-2.7,2.6
CC(C)NC(=O)CN1C(=O)C(=O)c2ccccc21,-4.7,10.5,7.3,3.5,1.9,-12.9,-0.5,10.7,-1.3,0.9,0.9
O=C(C1=NN(c2ccccc2)C2C(=O)N(c3ccccc3Cl)C(=O)C12)c1ccccc1 (stereo unspecified),-26.5,1.6,13.1,-14.6,1.0,3.3,0.6,-2.6,3.0,3.8,-0.7
COc1ccc(NC(=O)Nc2ccc3c(c2)C(=O)N([C@H](C)CO)C[C@H](C)[C@@H](CN(C)C(=O)NC2CCCCC2)O3)cc1,-6.7,6.0,16.2,8.5,-1.1,-24.9,-0.9,-14.3,0.4,-3.8,/
COCc1cc(=O)[nH]c(/N=C(\N)Nc2ccccc2C)n1,-5.0,3.6,1.6,6.9,9.8,3.6,0.2,10.2,-7.9,-4.2,2.4
N#CC1=C(N)Oc2c(ccc3cccnc23)C1c1cccnc1 (stereo unspecified),-4.1,9.6,12.0,-14.3,-5.2,59.4,-2.2,28.3,-4.7,82.7*,-0.4
CCC(C)[C@H](NC(=O)Nc1cccc(Br)c1)C(=O)OC (stereo partly specified),-5.3,5.8,9.3,-26.1,5.1,-32.2,-0.4,-17.3,0.3,3.1,3.0

# Arranged by the number under HIF-2a inh (falling): some entries from above
smiles,HIF-2a inh
Cc1cccc(C)c1NC(=O)C(c1ccccc1)N1CCN(C(=O)c2ccco2)CC1 (stereo unspecified),15.5
CCOc1ccc(S(=O)(=O)Nc2cc(NS(=O)(=O)c3ccc(OCC)cc3)cc(C(=O)O)c2)cc1,8.6
COc1ccc(C)cc1CN1C(=O)c2ccccc2C1=O,7.2

# Grouped by structure: the entries above containing an NH in an aromatic ring.
SMILES,CaV13 FRET inh,TRPM1 prom inh,HIF-2a inh,NR2E3 ag-1,PDI turbidity,Shn3 inh set2,iPSC survival up,Peg3 prom inh,HTR2A ag,H9c2 protect,NR2E3 ag-2
Cc1ccc(-c2ccc(OC(=O)c3ccc(=O)[nH]c3)c(C)c2)cc1,-19.8,-22.1,-195.0,-14.4,-1.0,-41.9,-0.8,-121.2,-0.7,-11.4,-0.8
COCc1cc(=O)[nH]c(/N=C(\N)Nc2ccccc2C)n1,-5.0,3.6,1.6,6.9,9.8,3.6,0.2,10.2,-7.9,-4.2,2.4

# More records follow.
SMILES,CaV13 FRET inh,TRPM1 prom inh,HIF-2a inh,NR2E3 ag-1,PDI turbidity,Shn3 inh set2,iPSC survival up,Peg3 prom inh,HTR2A ag,H9c2 protect,NR2E3 ag-2
COc1ccc(/C=N/NC(=O)c2ccn[nH]2)cc1CN1CCOCC1,-4.8,1.1,-3.1,-4.5,0.6,7.4,-0.3,4.6,-0.7,1.0,3.8
COc1cc(NS(=O)(=O)c2ccc(F)cc2)c(OC)cc1NC(C)=O,/,-1.6,11.4,-15.6,2.8,59.3,1.4,1.8,2.0,4.0,0.4
CS(=O)(=O)N(CC(=O)NCCSCc1ccccc1Cl)c1ccccc1F,11.0,-0.1,13.8,-11.3,3.4,2.1,-0.3,21.0,-4.2,-8.1,0.2
N#C/C(=C\c1ccc(N2CCOCC2)o1)C(=O)NCC1CCCO1 (stereo unspecified),-3.7,9.5,-13.6,-23.1,-0.5,-5.7,3.3,-5.2,1.2,5.2,-4.8
CCCC(=O)N/N=C1\CS(=O)(=O)N(C)c2ccsc21,-2.0,-1.0,9.4,18.4,-12.9,18.1,2.0,11.5,6.2,18.5,-1.2
CCCCCCCNC(=O)C1(CC2CC(c3cccc(Br)c3)=NO2)CCN(C(=O)Cc2ccc(F)cc2)CC1 (stereo unspecified),/,9.0,13.7,13.1,-3.6,1.7,4.0,9.5,1.1,-5.2,1.7
O=[N+]([O-])c1ccc(N2CCCC2)cc1NCc1ccccc1,0.8,-3.7,-1.8,-13.7,-3.2,3.7,6.8,8.6,-0.4,-15.8,2.6
c1ccc(-c2nn[nH]n2)cc1,-21.4,9.9,7.7,-32.2,22.7,-27.3,-0.6,1.9,-1.2,1.4,0.2
CCOC(OCC)P(=O)(c1ccccc1)c1ccccc1,-3.9,-3.2,11.5,-16.5,1.9,-7.1,-1.0,5.9,1.8,-1.6,-0.4
O=C(c1cccs1)N1CCN(C(=O)c2ccco2)c2ccccc2C1,-5.4,-0.2,6.6,-19.3,-3.3,1.7,2.9,-4.4,0.0,7.1,1.5
NC(=O)CC(NC(=O)Cc1cccc2ccccc12)c1ccc(N2CCC(N3CCCCC3)CC2)c([N+](=O)[O-])c1 (stereo unspecified),-9.8,-12.5,1.2,14.0,0.2,6.7,-2.0,-0.5,-7.7,3.5,1.3
CCCCCCS(=O)Cc1ccccc1 (stereo unspecified),1.3,-2.2,-19.7,2.8,6.7,-7.6,1.9,-6.5,10.5,-11.9,0.9
Cc1ccnc(Cc2ccccc2)n1,-13.4,-5.9,12.5,-12.9,2.3,-2.0,-0.4,12.7,4.3,2.0,2.5
O=c1c(C/C=C/c2ccccc2)c(O)ccn1Cc1cccc(Cl)c1,-1.1,-1.8,-5.8,-14.7,-5.6,-3.0,-0.9,21.4,-6.4,-0.3,-3.9
Cc1ccc2nc(NC(=O)COC(=O)c3ccc(Br)o3)sc2c1,-5.3,-7.6,-151.7,-40.0,-9.3,-34.5,1.1,-180.4,-5.7,-5.2,0.5
CCCCNS(=O)(=O)c1ccc(OC)cc1,-4.5,8.5,16.0,-0.6,-0.6,2.7,-0.1,3.5,-2.1,1.1,-4.2
CC(C)(Cc1ccc(O)cc1)NC(=O)CC(=O)N/N=C/c1ccc([N+](=O)[O-])cc1,-4.3,15.6,21.7,11.6,12.0,15.9,-0.7,11.9,2.3,-6.3,-4.0
OC(c1ccc(Cl)c(Cl)c1)c1ncc(-c2ccccc2F)[nH]1 (stereo unspecified),-6.6,/,-1.3,11.9,-5.0,-7.8,-0.9,30.3,-4.7,-12.4,/
O=C(Cc1ncc(C(F)(F)F)cc1Cl)NCc1cccnc1,-6.3,-9.2,6.1,-12.4,6.1,-21.3,0.1,7.5,4.4,4.9,-0.9
CCN1C(=O)[C@H]2[C@@H](c3ccc(OC)cc3)N[C@]3(CCCN(CC4CCCCC4)C3=O)[C@H]2C1=O,-4.0,/,-0.3,-20.1,-15.2,2.9,1.4,6.0,4.7,0.3,/
O=C(c1ccc([N+](=O)[O-])s1)N1CCN(c2cccc(Cl)c2)CC1,-3.3,?,-0.4,-2.1,-15.7,-15.3,-0.7,-13.5,-1.4,-1.8,2.0
COc1ccc(-c2ccc3c(c2)S(=O)(=O)c2cccc(C(=O)NCc4ccccc4Cl)c2C3=O)cc1OC,-8.4,-0.4,-31.9,-14.2,0.2,-3.3,-1.8,4.7,3.2,0.2,-0.9
Clc1ccc(-c2nc3ccccn3c2CN2CCSCC2)cc1,-3.0,-1.9,-76.5,-29.1,-0.8,-1.0,-1.2,12.5,-4.8,-9.4,-0.3

# Screening data (PubChem BioAssay)
